MT stabilizer: microtubule stabilizers in HeLa cells, primary screen, imaging, high-content imaging. HeLa tubulin immunostaining HCS, 24 h; share of cells brighter than vehicle mean+2SD. AID 2205, 2009. % tubulin-high responders, % at 10 µM. 0.83% of 200,000 active;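 active = plate Z-score above 3 for both tubulin-high and condensed-nucleus cell shares, with cell loss under 80%, at 10 µM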;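 also: anti alpha tubulin signal scored within the nucleus-defined area of each cell; some results filed as inactive read as strong as hits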
XIAP displacement: XIAP antagonists, biochemical, IAP family, fluorescence polarization (AID 1018). E3 ubiquitin-protein ligase XIAP (Homo sapiens). XIAP BIR domain, fluorescence polarization peptide displacement; higher % means a stronger effect. one-dose displacement, % at 20 µM; IC50 in µM for titrated hits. 0.007% of 200,000 active; in the data active = displacement above about 50%; also: a part of the inactive calls stands beside numbers as strong as those of hits
Dynein cargo inh: inhibitors of GR-EGFP nuclear translocation, primary screen, dynein cargo transport inhibitor project, imaging, high-content, 3617.4 mouse cells | test concentration mostly 20 µM; stimulated with dexamethasone, 1 µM; hits give low values | z-score, hits read low | 0.47% of 220,000 active | AID 1381, 2008;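 active = plate z-score of nuclear minus cytoplasmic receptor signal below a set negative limit, without overly bright fluorescence or cell loss, cut at about -3.5 in these data, passing the limit was not always enough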;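 also: z-score of nuclear minus cytoplasmic ring GR-EGFP intensity difference per well; some compounds called inactive have numbers as strong as hits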
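Also added – dexamethasone, 1.0 µM final · Buffer or medium – tet-free, stripped-serum medium · Schedule – induction 48 h, compound 1 h, agonist 30 min · Detection – formaldehyde fixation, Hoechst nuclear stain, 10x automated fluorescence imaging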
Hep lipid drop: inhibitors of hepatocyte lipid droplet formation, primary screen, imaging, high-throughput imaging, BODIPY stain; inhibition, % at 6.5 µM; AML12 mouse hepatocytes, oleate lipid droplets; 0.4% of 240,000 active;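 active = lipid droplet intensity inhibited by at least 50%, with more than 500 cells counted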
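Technique: fluorescence imaging, 20x objective, two fields per well / Assay system: AML12 hepatocytes (mouse) / Measure: % inhibition of lipid droplet signal / Doses: 6.5 µM single-point dosing / Incubation: overnight exposure / Reagent: 100 µM oleic acid challenge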
Insulin prom up: insulin promoter activators in MIN6 cells, imaging, high-content screening, mouse beta cells; z-score at 5 µM; 0.3% of 190,000 active; MIN6 insulin promoter-GFP reporter; hits give high values;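 active = z-score above 3 at 5 µM with at least 500 cells counted in the well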
bCat nuc transl: modulators of beta-catenin nuclear translocation, primary screen, imaging, HeLa cells, immunofluorescence, high-content; 0.3% of 190,000 active; AID 1665, 2009; nuclear translocation activity, % at 5 µM;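 active = nuclear translocation activity above 50% at 5 µM, with a well cell count of 50 or more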;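 also: per-cell ratio of nuclear to cytoplasmic median beta-catenin stain intensity; plate controls were DMSO negative control for no effect and GSK-3 inhibitor IX positive control for full effect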
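Test system: HeLa cells, endogenous beta-catenin; Compound: single 5 µM dose plus 0.02–20 µM confirmation series; Times: compound exposure 24 h at 37°C; Signal: fluorescence imaging of beta-catenin antibody stain plus DAPI; Read-out: % activation, nuclear-to-cytoplasmic median beta-catenin signal ratio per cell.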
Autophagy mod: autophagy modulators in MEF cells, primary screen, imaging, high-content, MEF GFP-LC3 | AID 463193, 2010 | calls only at 10 µM (by protocol) | 0.98% of 190,000 active | MEF GFP-LC3 puncta imaging; test concentration mostly 10 µM;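 active = percentage of spot-positive cells more than 3 SD above its plate mean, without a fluorescence outlier flag or 80% toxicity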;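 also: spot-positive cell cutoff set from DMSO-treated cells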
CSM14.1 death rescue: rescue of cells from ER stress-induced death, primary screen, 384-well, CSM14.1, thapsigargin, ATP luminescence (AID 1222) | CSM14.1 thapsigargin-induced death rescue, ATP luminescence; higher % means a stronger effect | cellular ATP content (survival), % at 20 µM, or EC50 in µM where a hit was titrated | 190,000 tested, under 10 active;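 active = EC50 below 50 µM in the dose-response confirmation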;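 also: death triggered by thapsigargin at about 15 µM added after 2 h compound pretreatment; cell ATP read after overnight thapsigargin exposure of roughly 18 to 22 hours; normalized against plate controls of thapsigargin alone and 5% DMSO vehicle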
WT yeast gro inh: growth inhibition of WT strain, primary screen, mitochondrial fusion inhibitor project, WT and mutant strains, chemical genetic; 2.1% of 190,000 active; AID 1362, 2008; mitochondrial fusion phenotypic screen; inhibition, % at 10 µM; in the data active = inhibition above about 58%; tested in S. cerevisiae
WT yeast gro inh mutant strain: second read-out of WT yeast gro inh, no call of its own (marks repeat the call); inhibition, %; mitochondrial fusion phenotypic screen, mutant strain inhibition
Dynein cargo inh cytoplasmic EGFP: recorded beside Dynein cargo inh, whose call it bears; z-score; measured here: cytoplasmic GR-EGFP intensity; hits give high values
Dynein cargo inh nuclear GR-EGFP: second read-out of Dynein cargo inh, no call of its own (marks repeat the call); z-score; measured here: nuclear GR-EGFP intensity;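 lower value marks the stronger effect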
Dynein cargo inh cell count: recorded beside Dynein cargo inh, whose call it bears; z-score; measured here: cell count per field
Insulin prom up cell count: second read-out of Insulin prom up, no call of its own (marks repeat the call); cell count; measured here: cytotoxicity, nuclei count;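 total cells summed across four imaged fields per well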
Hep lipid drop cells 6.5 µM: further read-out of Hep lipid drop, marked with its call; cell count; measured here: cell count, cytotoxicity flag;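 cells counted across two imaged fields per well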
bCat nuc transl cell count 5 µM: also measured in bCat nuc transl; calls as there; cell count; measured here: cell count, cytotoxicity flag
MT stabilizer Hoechst-high %: second read-out of MT stabilizer, no call of its own (marks repeat the call); % Hoechst-high responders; measured here: nuclear condensation Hoechst responders;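 share of cells brighter than vehicle mean plus two SD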
MT stabilizer cytotoxicity %: further read-out of MT stabilizer, marked with its call; toxicity, %; measured here: cytotoxicity by cell density;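 0% = mean cell density of plate MIN control wells and 100% = no cells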
Autophagy mod cell loss 18 h: further read-out of Autophagy mod, marked with its call; toxicity, %; measured here: cell loss, nuclei count;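 cell loss after 18 h compound exposure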
An asterisk follows results filed as active; i = inactive; · = no result given.

Each structure is followed by: MT stabilizer	MT stabilizer Hoechst-high %	MT stabilizer cytotoxicity %	XIAP displacement	Dynein cargo inh	Dynein cargo inh cytoplasmic EGFP	Dynein cargo inh nuclear GR-EGFP	Dynein cargo inh cell count	Hep lipid drop	Hep lipid drop cells 6.5 µM	Insulin prom up	Insulin prom up cell count	bCat nuc transl	bCat nuc transl cell count 5 µM	Autophagy mod	Autophagy mod cell loss 18 h	CSM14.1 death rescue	WT yeast gro inh	WT yeast gro inh mutant strain
CCn1c(=O)c2cc(C(=O)Nc3ccc(OC)cc3OC)sc2c2ccccc21
    ·	·	·	·	-0.284	-0.193	0.348	0.631	-28.5	678	-0.71	1173	-0.3	1369	·	·	·	·	·
CCOc1cc(/C=N/N=C2/NC(=O)C(CC(=O)O)S2)ccc1OCc1ccccc1Cl (stereo not drawn)
    1.9	1.6	10.0	0.2%	-0.104	-0.221	-0.396	0.535	8.3	690	-0.76	1421	0.2	1116	i	-15.6	-1.4%	-1.4	12.4
COc1cc(OC)cc(C(=O)N2CCC(N3CCN(c4ccccc4OC)CC3)CC2)c1
    2.0	3.7	6.8	-3.2%	-0.116	-0.244	-0.448	0.291	-7.7	630	0.11	1410	-1.3	915	i	-14.0	-3.0%	-8.5	-14.9
Cc1nc(N2CCOCC2)c2cc(-c3ccccc3)sc2n1
    3.1	2.3	1.9	-2.5%	-1.16	-0.247	0.0325	0.453	·	·	0.79	1048	-1.7	1171	i	-9.2	0.9%	3.1	-1.7
O=C(CS(=O)(=O)c1ccccc1)N1CCCCCC1
    3.1	2.9	2.1	-2.9%	-0.599	-0.293	-0.355	-0.226	1.5	681	·	·	·	·	i	-5.3	-1.7%	19.1	20.7
CC(C)(C)CN1C(=O)C(=O)NC[C@H]1Cc1cccc2ccccc12
    ·	·	·	·	-0.908	-0.845	-0.388	0.333	2.9	681	-0.32	995	-0.9	1349	·	·	·	·	·
CCN(Cc1ccccc1)C(=O)Cn1c(C(C)O)nc2ccccc21 (stereo not drawn)
    3.6	3.6	7.1	-6.6%	1.2	-0.201	0.813	-1.37	-11.6	698	1.14	1231	-2.9	1071	i	-3.1	·	-22.1	14.0
Fc1ccc(C2c3cccn3CCN2C(=S)Nc2cccc(Br)c2)cc1 (stereo not drawn)
    6.3	1.0	13.9	-2.9%	0.379	-0.154	0.284	-0.0709	-2.6	677	-0.77	988	-1.0	1016	i	33.0	-0.2%	86.3*	58.8*
O=C(NCc1ccco1)C1CCN(S(=O)(=O)c2ccc(-n3cnnn3)cc2)CC1
    1.6	1.8	5.7	-2.5%	-0.449	-0.184	-0.325	-0.0716	·	·	0.37	1104	-4.9	902	i	-1.5	-2.2%	-27.6	-6.2
CCCc1nc(SCC(=O)N2CCC(Cc3ccccc3)CC2)c2c(=O)n(C)c(=O)n(C)c2n1
    3.4	2.0	1.0	-2.0%	-0.249	-0.167	-0.104	-0.362	-4.2	660	0.21	2031	-2.4	1155	·	·	-2.2%	81.2*	46.8*
Cc1ccccc1NC(=O)C12CC3CCC1(C)C3(C)CO2 (stereo not drawn)
    2.7	2.0	9.9	-6.7%	-0.304	-0.349	0.155	1.21	-11.1	659	-0.01	1306	-2.3	1098	i	26.1	3.2%	-11.3	20.0
CC1=C(C(=O)Nc2ccc(C)cc2)C(c2ccc(C)o2)C2=C(CC(C)(C)CC2=O)N1 (stereo not drawn)
    3.5	1.7	3.3	-4.3%	1.01	-0.208	0.872	-0.947	-7.0	716	-0.47	1232	·	·	i	3.0	·	-7.9	6.6
O=C(c1cccs1)N1CCN(Cc2nc3ccccc3c(=O)[nH]2)CC1
    3.8	2.6	4.8	-1.5%	0.134	-0.262	0.0462	0.0253	-5.3	819	-0.37	1307	1.1	1193	i	1.1	4.3%	-2.9	5.7
COC12NC(=O)N(C)C1(OC)C(=O)N(C)C(=O)N2C (stereo not drawn)
    3.9	1.5	8.6	-9.3%	-0.363	-0.285	-0.466	-0.21	7.0	737	0.61	1292	-1.2	532	i	13.3	-1.4%	3.4	-5.4
NC(=O)C1(N2CCCCC2)CCN(C(=O)CSc2nc3ccccc3[nH]2)CC1
    3.6	2.3	6.9	-0.6%	0.308	-0.235	0.609	0.286	-12.6	733	·	·	-3.7	452	i	-5.1	-1.7%	-15.8	1.5
C/C(O)=C\c1nc(=O)c2c(C)cc(C)nc2n1-c1ccccc1
    1.7	1.9	29.1	-5.8%	0.0356	-0.188	0.334	-0.372	1.5	704	-0.68	1285	-1.1	1078	i	7.2	-0.5%	-2.0	6.2
CC1(C)CC2CC(C)(CN2C(=O)C23CCC(C)(C(=O)O2)C3(C)C)C1 (stereo not drawn)
    3.9	2.8	9.7	0.5%	-0.779	-0.0993	-0.466	0.647	·	·	-0.41	1140	-2.6	816	i	11.6	0.3%	7.0	-1.4
COc1ccc(N2CCN(C(=O)C3(C)CC3(Cl)Cl)CC2)cc1 (stereo not drawn)
    1.9	1.7	5.6	-5.1%	-0.0318	-0.201	0.144	0.17	-23.4	628	-1.24	1455	-5.1	514	i	-6.8	-1.6%	-10.1	0.1
CC(C)CCN1C(=O)CC(NNC(=O)c2ccc(S(=O)(=O)N3CCCC3)cc2)C1=O (stereo not drawn)
    ·	·	·	·	-0.751	-0.25	-0.427	0.174	-3.5	736	-0.11	1459	-2.2	1180	·	·	·	·	·
CCc1ccc2[nH]c(O)c(N=NC3=NC(=O)CS3)c2c1
    ·	·	·	·	-0.464	0.461	-0.0492	0.147	0.6	718	-0.21	1335	-0.5	1194	·	·	·	·	·
Cc1c(NC(=O)c2nn3c(C(F)(F)F)cc(-c4ccccc4)nc3c2Cl)c(=O)n(-c2ccccc2)n1C
    3.9	2.4	11.4	-5.6%	0.891	-0.296	0.393	-0.569	0.0	711	1.2	1284	·	·	i	-11.3	-3.2%	1.7	-17.0
O=S(=O)(Nc1ccc(-n2cccc2)cc1)c1ccc(Cl)cc1Cl
    1.3	1.6	8.1	-10.8%	-0.196	-0.243	-0.633	0.623	-28.8	651	-0.32	1889	-1.5	1044	i	0.7	-2.1%	87.9*	84.0*
COc1ccc(CNC(=O)CCS(=O)(=O)c2cccc3nonc23)cc1
    3.5	1.1	2.9	-0.8%	-0.5	-0.171	0.0676	-0.001	4.8	751	-0.75	1297	1.4	1154	i	-4.2	-3.8%	5.4	6.8
Cc1ccc(N2CCN(S(=O)(=O)N3CCCCCC3)CC2)cc1Cl
    2.1	1.3	10.3	-6.1%	-0.484	-0.0485	-0.0404	0.508	12.7	790	·	·	·	·	i	-13.2	-1.0%	21.9	5.8
CCc1nnc(NC(=O)CSc2nnc(C3CCCCC3)n2-c2cccc(Cl)c2)s1
    3.1	1.9	5.6	-0.3%	0.091	-0.128	-0.0601	0.737	1.3	693	·	·	0.1	1175	i	-4.1	0.3%	7.6	-4.0
CC(NC(=O)Cn1cnc([N+](=O)[O-])n1)c1ccccc1 (stereo not drawn)
    1.6	1.6	10.7	-3.2%	-0.711	-0.206	-0.85	0.994	·	·	·	·	·	·	i	2.9	-0.8%	8.9	4.9
COc1ccc(CC2(CO)CCN(Cc3cnn(C)c3)CC2)cc1
    1.8	1.0	1.5	·	0.741	-0.21	0.74	0.13	6.2	675	-0.1	1663	0.6	929	i	-6.9	-0.8%	12.1	-0.6
COc1cc(C(=S)N2CCOCC2)ccc1OS(=O)(=O)c1ccc(NC(C)=O)cc1
    4.0	3.3	0.8	-3.2%	0.319	-0.257	0.218	-0.28	-9.4	589	-0.13	1324	-0.2	846	i	-10.1	-2.3%	-3.6	22.4
Cc1c(C#N)c2ccccc2n1C
    ·	·	·	·	0.219	-0.245	0.525	-0.122	1.5	692	1.39	935	0.6	1270	·	·	·	·	·
CCSCCOC(=O)C1=C(C)NC(=O)NC1c1ccc2c(c1)OCO2 (stereo not drawn)
    1.7	3.4	10.1	-6.9%	0.608	-0.117	0.672	-0.342	·	·	0.81	833	·	·	i	11.5	-1.4%	-1.6	4.4
O=C(c1ccc([N+](=O)[O-])cc1)N1CCSC1c1ccccc1 (stereo not drawn)
    1.7	2.0	10.9	-16.5%	-0.87	-0.217	-0.65	0.562	0.2	701	0.09	1400	-1.7	1031	i	2.8	0.8%	-0.8	1.3
CCOc1cc(C=O)ccc1OCC(=O)N1CCCC1
    3.2	1.8	6.4	-6.3%	-1.47	-0.227	-0.529	1.14	-0.9	688	-0.07	1690	-0.1	910	i	1.2	-0.8%	-9.3	6.7
CCCCc1nc(NCCN)c(C#N)c2c1CSC(C)(C)C2
    1.6	1.2	5.4	0.8%	-1.92	4.69	-0.385	-4.31	13.5	766	·	·	-6.1	1112	i	-1.0	-3.2%	85.3*	31.7*
